KDM5B inh = KDM5B demethylase inhibition; AID 1347165; Potency, µM (doses to about 57.7 µM), without a hit: at the highest dose activity change, negative = inhibition, most hits filed as inhibitors; KDM5B demethylase, FDH-coupled NADH fluorescence (FDH is formaldehyde dehydrogenase); actives 2.6% (n = 220,000); active means well fitted inhibition curve with a large enough effect; inconclusive means small, poorly fitted or top-dose-only effect; inactive means no such curve, though single readings can be large or run the other way; further: 0% is about no effect; nearly all actives have a fitted effect of over 70% in size
Target sequence (Q9UGL1 whole entry, looked up): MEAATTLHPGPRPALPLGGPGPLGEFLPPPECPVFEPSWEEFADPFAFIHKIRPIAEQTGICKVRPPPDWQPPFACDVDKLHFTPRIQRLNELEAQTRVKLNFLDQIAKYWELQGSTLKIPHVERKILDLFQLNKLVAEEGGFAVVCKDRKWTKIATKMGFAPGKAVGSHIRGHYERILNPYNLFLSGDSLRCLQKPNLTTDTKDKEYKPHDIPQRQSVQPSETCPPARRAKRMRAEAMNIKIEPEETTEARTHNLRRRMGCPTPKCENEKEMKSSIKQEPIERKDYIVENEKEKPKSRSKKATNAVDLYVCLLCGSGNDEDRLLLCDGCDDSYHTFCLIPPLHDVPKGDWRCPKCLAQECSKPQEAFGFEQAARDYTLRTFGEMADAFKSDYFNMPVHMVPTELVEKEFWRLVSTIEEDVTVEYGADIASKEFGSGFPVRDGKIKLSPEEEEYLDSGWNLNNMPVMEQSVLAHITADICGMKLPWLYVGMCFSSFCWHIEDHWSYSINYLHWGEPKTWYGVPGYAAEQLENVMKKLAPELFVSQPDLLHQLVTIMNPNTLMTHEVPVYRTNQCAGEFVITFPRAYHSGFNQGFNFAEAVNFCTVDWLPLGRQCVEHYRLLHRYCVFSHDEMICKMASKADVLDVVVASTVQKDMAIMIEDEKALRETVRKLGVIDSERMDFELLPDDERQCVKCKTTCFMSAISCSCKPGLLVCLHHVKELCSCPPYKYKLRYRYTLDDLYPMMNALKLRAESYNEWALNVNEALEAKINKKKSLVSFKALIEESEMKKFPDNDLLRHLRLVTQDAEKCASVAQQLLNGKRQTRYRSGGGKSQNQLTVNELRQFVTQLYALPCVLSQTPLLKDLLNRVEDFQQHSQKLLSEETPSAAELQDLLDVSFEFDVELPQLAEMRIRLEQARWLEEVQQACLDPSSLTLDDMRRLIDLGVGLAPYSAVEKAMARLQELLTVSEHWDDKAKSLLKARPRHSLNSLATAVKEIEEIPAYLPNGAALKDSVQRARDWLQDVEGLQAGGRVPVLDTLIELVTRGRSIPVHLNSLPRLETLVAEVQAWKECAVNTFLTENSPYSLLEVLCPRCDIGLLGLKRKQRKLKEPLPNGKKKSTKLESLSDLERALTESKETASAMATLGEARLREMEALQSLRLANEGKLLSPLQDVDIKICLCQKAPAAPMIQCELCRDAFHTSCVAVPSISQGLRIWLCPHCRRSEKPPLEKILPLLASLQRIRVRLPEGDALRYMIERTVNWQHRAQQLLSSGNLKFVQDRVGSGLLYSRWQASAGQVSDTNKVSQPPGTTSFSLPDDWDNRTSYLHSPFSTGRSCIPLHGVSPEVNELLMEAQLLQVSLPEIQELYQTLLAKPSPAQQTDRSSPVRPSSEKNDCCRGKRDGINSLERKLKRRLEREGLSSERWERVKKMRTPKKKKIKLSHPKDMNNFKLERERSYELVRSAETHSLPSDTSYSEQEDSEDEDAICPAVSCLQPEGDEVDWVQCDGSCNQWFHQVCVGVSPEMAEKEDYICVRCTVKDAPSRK
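Here, H3K4me3 peptide (12.5 µM in substrate mix) is demethylated by KDM5BΔAP, 200 nM final, after 10 min compound exposure. Formaldehyde product is coupled through FDH (0.25 U/mL in mix) to NADH fluorescence; 30-min ΔRFU feeds dose-response curves.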
The depositor's hits bear a star; ? = inconclusive; [ ] = dose if it differs, or a comment. Potency means the concentration at half of the fitted maximal effect. An excerpt; rates above refer to the full screens.

SMILES	KDM5B inh
CSC(C)C(=O)NC(CC(C)(C)C)c1ccc(F)cc1 (stereo unspecified)	-6%
Cc1cc(F)ccc1Nc1nc2ccc(Cl)cc2n2cnnc12	9%
O=C1CN(C(=O)CCC(=O)N2CCC(Cc3nncn3-c3ccccc3)CC2)c2ccccc2N1	?
COc1ccccc1-n1cnnc1SC(C)C(=O)c1ccc(F)cc1 (stereo unspecified)	0%
COc1ccc(CNC(=O)Nc2ccc(F)c(Cl)c2)cn1	19%
COc1ccc(NC(=O)Cc2c(Cl)cccc2Cl)cc1S(N)(=O)=O	-5%
Cc1cc(NC(=O)CSc2ncc(-c3ccc(Cl)cc3)o2)ccc1F	8%
O=C1CCCN1CCCN1C(=O)[C@H]2CN(Cc3cccs3)C[C@H]2C1=O	-7%
Cn1c(=O)c2c(nc(NCCCN3CCOCC3)n2Cc2ccccc2Cl)n(C)c1=O	5%
CC(=O)Nc1ccc(NC(=O)c2ccc(COc3ccccc3Br)o2)cc1	-28%
Cc1ccc(C(=O)N2CCCN(c3cc(-c4ccc(Cl)cc4)[nH]n3)CC2)cn1	-26%
O=C(C1CCCC1)N1CCc2onc(-c3ccc(C(F)(F)F)cc3)c2C1	21%
CCC(C)NC(=O)N1CC(Oc2ccc(-c3nc(-c4ccccc4)no3)cc2)C1 (stereo unspecified)	-4%
Cc1cnc(C(=O)N[C@@H]2CCC[C@@H]2C(=O)N2CCN(c3cccc(Cl)c3)CC2)cn1	5%
Cc1ccccc1C(=O)NC1CCCN(c2nc3ncccc3o2)C1 (stereo unspecified)	-8%[86.2 µM]
Cc1cc(C)cc(-n2c(SCC(N)=O)nc3c(oc4ccccc43)c2=O)c1	-18%
COc1ccc(N2CCN(C(c3ccc(F)cc3)c3sc4nc(-c5ccco5)nn4c3O)CC2)cc1 (stereo unspecified)	?
Cc1cccc(-n2ncc(C(=O)N3CCOCC3)c2C2CCN(C(=O)OC(C)(C)C)CC2)c1	-8%
Cc1cnc(CN2CCC3(CC2)CCN(C(=O)Cc2cccnc2)CC3CO)[nH]1 (stereo unspecified)	-36%
O=C(Nc1cnc(-c2cccc(Cl)c2)nc1)c1nccc2ccccc12	-15%
COc1ccc(CCn2c(NN=C3CCCC3)nc3c2c(=O)[nH]c(=O)n3C)cc1	-18%
CCCn1nc(C(=O)NC(c2ccccc2)c2ccccc2)c2ccccc2c1=O	-13%
CCN(c1cccc(C)c1)c1ncnc2c1cnn2-c1cccc(Cl)c1	?
C[C@]1(CO)[C@H]2Cc3sc(NC(=O)c4c(F)cccc4F)nc3[C@@H](CC(=O)NCCN3CCOCC3)[C@]2(C)CC[C@H]1O	6%
O=C(N[C@H]1CO[C@H]2[C@@H]1OC[C@@H]2n1nnnc1Oc1ccc(-n2ccnc2)cc1)N1CCOCC1	-8%
CCOCCOC1CCN(C(=O)Cc2cccc(F)c2)CC1	27%
O=C(C1CC(=O)N(c2n[nH]c3ccccc23)C1)N1CCSCC1 (stereo unspecified)	-16%
Cc1noc(-c2ccc(-c3noc(-c4ccccc4)n3)cc2)n1	-7%
CCOC(=O)CNC(=O)N1CCC(N2C(=O)C(OCC3CC3)C23CCCCC3)CC1 (stereo unspecified)	21%
COc1ccc(-c2nc3cc(C)ccc3cc2CN2CCC(NC(C)=O)C2)cc1 (stereo unspecified)	20µM*
CSc1nc(N2CCN(C)CC2)c2c(c1C#N)CC(C)(C)OC2	-5%
Cc1ccc(-c2cc(C(=O)N3CCN(CC(=O)NC4CC4)CC3)c3ccccc3n2)o1	?
Cn1nc(C2CCN(c3cncc(C(N)=O)n3)CC2)n(-c2ccccc2)c1=O	?
CC(C)(CNC(=S)Nc1cccc(C(F)(F)F)c1)N1CCCCC1	-14%
COc1ccc(C(=O)N[C@@H]2CCOC[C@H]2Oc2ccccn2)c(F)c1F	27%
Cc1ccc(C)c(NC(=O)c2nc3ccccc3nc2N2CCCC2)c1	24%
O=C(/C=C/c1ccc(-c2ccc(Cl)cc2Cl)o1)c1ccccc1	?
COCCOC(=O)C1=C(C)N=C2SC=C(CC(=O)NC3CC3)N2C1c1ccccc1C (stereo unspecified)	-24%
O=c1cc(-c2cccc(F)c2)oc2ccc(Cl)cc12	-12%
O=C(Nc1ccc2ncnc(N3CCCCC3)c2c1)c1ccc2c(c1)OCO2	51%[activator]
COc1cccc(CN2CCCn3nc(C)c(-c4ccccc4[S+](C)(=O)[O-])c32)c1	-28%[86.2 µM]
O=C(CSc1ccc2c(c1)OCCCO2)Nc1cccc2ccccc12	13%
N#CCc1ccc(Oc2ncccn2)cc1	33%
COc1cccc(C(=O)N2CCC3(CC2)N=C(c2ccc(Br)cc2)NO3)c1	11%
CCc1ccccc1NC(=O)CN1C(=O)COc2ccc(S(=O)(=O)N3CCCCCC3)cc21	-6%
COc1cc(C)c2c(c1C)C[C@H](C(C)C(=O)NC(C)(C)C)CC2 (stereo partly specified)	-22%[86.2 µM]
C/C(=N\NC(=O)C1CC1c1ccc(C(C)(C)C)cc1)c1ccccc1 (stereo unspecified)	18%
COc1cccc(C(=O)Nc2ccc(C3(C)CC=NO3)cc2)c1 (stereo unspecified)	16%
COC(=O)[C@@H]1Cc2ncn(C(C)C)c2CN1S(=O)(=O)c1ccccc1	?
CC(=O)N[C@H]1CCN(CCC(=O)Nc2ccc(F)c(Cl)c2)C1	?
CCN(C(=O)COC(=O)c1ccccc1NCc1ccco1)c1c(N)n(Cc2ccccc2)c(=O)[nH]c1=O	?
O=C(NCCCN(Cc1ccccc1)C(=O)c1cccnc1)c1nc2ccccc2c(=O)[nH]1	13%
COC[C@@H]1CN(Cc2c(C)n[nH]c2C)C[C@H]1c1nc(C)no1	-10%
O=C(Nc1nnc(COc2ccccc2F)s1)Nc1ccccc1F	23%
COCCC1(C(=O)O)CCCN(CC(=O)NCCc2ccccc2)C1 (stereo unspecified)	11%
CCOCCn1nc(C)cc1C(=O)N[C@H]1[C@H]2CCO[C@H]2[C@@H]1N(C)C	-16%
O=C1N[C@@H]2CCN(S(=O)(=O)Cc3ccccc3)[C@@H]2C(=O)N1c1ccc(F)cc1	-10%[86.2 µM]
CCC(CC)C(=O)n1ccn(S(=O)(=O)c2ccc(C)cc2)c1=O	6%
O=C(NC1CCCC1)N1CCCC(Cn2cnc3cccnc32)C1 (stereo unspecified)	2%
CCOc1ccccc1CNC(=O)CCCN1C(=O)COc2ccc(C)cc21	?

Following part
SMILES	KDM5B inh
CC(C)c1nnc(NC(=O)C[C@H]2NC(=O)c3ccccc3NC2=O)s1	3%
Cc1ccc(/C=C/C(=O)N2CCN(S(=O)(=O)/C=C/c3ccccc3)CC2)o1	-15%
O=C(O)c1ccc(CS(=O)c2ccc(F)cc2)o1 (stereo unspecified)	5%
Cc1cc(=O)oc2c(C)c(OCC(=O)NC3CCS(=O)(=O)C3)ccc12 (stereo unspecified)	?
Cc1ccc(NC(=O)Cc2nc(-c3cc(C)n(-c4cc(C)on4)c3C)cs2)c(C)c1	-13%
Cc1nc(NC(=O)C2CCN(c3ccc(C#N)cn3)CC2)sc1C	-21%
COCCO[C@H]1C(=O)N(C2CCN(C(=O)c3ccoc3)CC2)[C@H]1c1ccncc1	-27%
Cc1ccc(C(=O)N2CCCCCCNC(=O)[C@@H]3C[C@@H](C(=O)N4CCc5ccccc5C4)C[C@@H]32)s1	-4%
O=C(CNc1ncnc2nc[nH]c12)NCCc1ccccc1	28%
COc1ccc(NC(=O)[C@@H]2C[C@@H](c3cccc(C(F)(F)F)c3)N(C)C2)c(C)c1	-29%[86.2 µM]
COc1cccc(-c2cc(C(=O)Nc3ccccc3)c3ccccc3n2)c1	331%[activator]
Cc1ccsc1CN(C(=O)COc1ccccc1Cl)C1CCS(=O)(=O)C1 (stereo unspecified)	2%
COc1ccccc1C(=O)N1CCN(c2oc(-c3ccc(F)cc3)nc2C#N)CC1	?
COC(=O)c1[nH]c2ccc(F)cc2c1NC(=O)c1ccccc1F	6%
O=C1OCC2=C1C(c1ccc(Cl)cc1)NC(=O)N2CC(=O)N1CCC(Cc2ccccc2)CC1 (stereo unspecified)	-16%
CC(NC(=O)c1cccc(S(=O)(=O)N(C)C)c1)c1cc2ccccc2o1 (stereo unspecified)	6%
C[C@@H]1CN(C2(C(=O)NCc3ccncc3)Cc3ccccc3C2)C[C@H](C)O1	-20%
CN(C)CC(=O)N1Cc2ccccc2CC2(CCCN(CC3CCNCC3)C2)C1 (stereo unspecified)	?
CC(NC(=O)CN1CSCC1=O)c1ccc(F)cc1F (stereo unspecified)	-4%
Cc1ccc(C)c(N2CCN(C(=O)CSCc3ccccc3Cl)CC2)c1	-36%
CCCCS(=O)(=O)c1oc(-c2ccc(F)cc2)nc1S(=O)(=O)c1ccc(C)cc1	13%
Cc1ccccc1C(=O)n1nc(-c2cccnc2)nc1NCc1ccc(F)cc1	-14%
O=C(NC1CCN(Cc2ccccc2)C1)c1cc2ccccc2oc1=O (stereo unspecified)	?
CCc1ccc(NC(=O)c2ncoc2-c2ccc(OC)c(OC)c2)cc1	-6%
CC1=NN(C(N)=S)C(C)(C)C1	21%
CS(=O)(=O)c1ccc(-c2nnn(CC(=O)Nc3ccc4c(c3)OCCO4)n2)cc1	0%
Cc1oc(C)c2c(=O)cc(-c3ccc4c(c3)OCO4)cc(OC(=O)c3ccc(Cl)cc3)c12	?
COCCN1C(=O)c2ccccc2C(C(=O)N2CCOCC2)C12CCCCC2 (stereo unspecified)	9%
O=C(OCc1ccccc1)c1cc(=O)c2ccccc2o1	-6%
COc1cc2c(cc1OC)C(CNC(=O)C1CC1)N(C(=O)NC(C)C)CC2 (stereo unspecified)	10%

Sorted by the number under KDM5B inh (ascending): 4 from the list above.
SMILES | KDM5B inh
O=C1OCC2=C1C(c1ccc(Cl)cc1)NC(=O)N2CC(=O)N1CCC(Cc2ccccc2)CC1 (stereo unspecified) | -16%
Cc1ccc(NC(=O)Cc2nc(-c3cc(C)n(-c4cc(C)on4)c3C)cs2)c(C)c1 | -13%
CC(NC(=O)CN1CSCC1=O)c1ccc(F)cc1F (stereo unspecified) | -4%
CC1=NN(C(N)=S)C(C)(C)C1 | 21%

A second format for part of the listing above:
compound: O=C(Nc1ccc2ncnc(N3CCCCC3)c2c1)c1ccc2c(c1)OCO2
  KDM5B inh: 51%[activator]
compound: COc1ccccc1C(=O)N1CCN(c2oc(-c3ccc(F)cc3)nc2C#N)CC1
  KDM5B inh: ?

The results go on.
SMILES	KDM5B inh
Cc1cccc(-c2cc(C3CCN(S(=O)(=O)c4cccc(C#N)c4)CC3)[nH]n2)c1	-3%
O=C(O)[C@@H]1CN(C(=O)c2ccn[nH]2)C[C@H]1c1ccc2c(c1)OCO2	-6%
COc1ccc(C2=NOC3(CCCN(CC4CCCCC4)C3)C2)cc1 (stereo unspecified)	-15%[115 µM]
N#CC1=C(N)OC2=C(C(=O)CC(c3ccccc3)C2)C1c1ccsc1 (stereo unspecified)	13%
CCS(=O)(=O)Nc1ccc(C2(C(=O)NCc3cc(F)cc(F)c3)CCCCC2)cc1	12%
COCCNC(=O)CSc1nc2cc3c(cc2c(=O)n1CCCC(=O)NCc1ccc(OC)cc1)OCO3	8%
CC(=O)Nc1c(C)nn(-c2ccccc2)c1N1CCC(C(=O)Nc2ccccc2F)CC1	-7%
Cc1cn(C2OC(CC(=O)Oc3ccccc3)C(O)C2O)c(=O)[nH]c1=O (stereo unspecified)	21%
CNC(=O)c1ccccc1C(=O)c1cc(C)ccc1C	8%
c1ccc(Oc2cccc3cccnc23)nc1	?
CC(C)CCC(CC(C)O)C(=O)NN (stereo unspecified)	50%[activator]
CN(CC1CCOCC1)S(=O)(=O)c1ccc(F)cc1	16%
O=C(Nc1ccc2c(c1)OCCO2)N1CCCC(Cn2c(C3CC3)nc3cccnc32)C1 (stereo unspecified)	-14%
CCn1ncc(CN2CCCC(c3nc(-c4cccnc4)no3)CCNC(=O)CC2)c1C (stereo unspecified)	39%[activator]
O=C(O)C1CC2CCCC(C1)C2=O (stereo unspecified)	-8%
COc1ccc(NC(=O)CCc2cc3ccccc3[nH]c2=O)cc1OC	-19%
CC(=O)N1CCC2(CC1)CC(=O)N(c1ccccc1)c1ccccc1O2	5%
CC(C)n1nccc1N(Cc1ccc(Br)cc1)S(=O)(=O)c1ccccc1	-22%
COc1ccc(NC(=O)Cc2csc(C)n2)cc1	1%
O[C@@H]1C[C@@H](c2nc(Cc3ccccc3)no2)N(Cc2cc3ccccc3o2)C1	?
Cn1c(NCCCCO)nc2c1c(=O)n(Cc1ccc(Cl)cc1)c(=O)n2C	24%
O=C(c1ccc(OC2CCN(C(=O)c3ccoc3)CC2)nc1)N1CCOCC1	6%
COc1ccc(C2CC(=O)c3cc(-c4nc(-c5cccc(Cl)c5)cs4)c(=O)[nH]c3C2)cc1 (stereo unspecified)	?
COc1cccc(CNC(=O)CN2C(=O)N(c3cc(C)ccc3C)S(=O)(=O)c3ccccc32)c1OC	-16%
CCn1c(Cc2ccc(OC)cc2)nnc1SC(C)c1nc2ccccc2c(=O)[nH]1 (stereo unspecified)	14%
Cc1noc2c(NC3CCN(C)CC3)cc(-c3cccc(C(F)(F)F)c3)nc12	4%[86.2 µM]
